Source: PubChem
MITF primary: inhibitors of human MITF | O75030 | AlphaScreen MITF homodimerization, bead proximity signal | inhibition, % at 2.6 µM | 0.91% of 650,000 active; in the data active means inhibition above about 50%;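 further: 0% = vehicle wells with protein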
TEAD-YAP inh: TEAD-YAP interaction inhibition. inhibition, % at 9.12 µM. 1.4% of 640,000 active. AID 1259422. HEK-TIYL cells, TEAD-Gal4/YAP UAS-luciferase luminescence; in the data active means inhibition above about 32%;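 further: 0% = median of test compound wells and 100% = reference inhibitor wells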
FBW7 act: human FBW7 E3 ligase activation, primary screen; AID 1259310; Q969H0; AlphaScreen FBW7–phospho-cyclin E peptide binding, activator screen; normalized activity (activation), % at 26.1 µM; 0.13% of 650,000 active; in the data active means normalized activity above about 1.9%;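 further: purified mutant Fbw7 with reduced substrate affinity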
Target sequence (Q969H0 whole entry, looked up): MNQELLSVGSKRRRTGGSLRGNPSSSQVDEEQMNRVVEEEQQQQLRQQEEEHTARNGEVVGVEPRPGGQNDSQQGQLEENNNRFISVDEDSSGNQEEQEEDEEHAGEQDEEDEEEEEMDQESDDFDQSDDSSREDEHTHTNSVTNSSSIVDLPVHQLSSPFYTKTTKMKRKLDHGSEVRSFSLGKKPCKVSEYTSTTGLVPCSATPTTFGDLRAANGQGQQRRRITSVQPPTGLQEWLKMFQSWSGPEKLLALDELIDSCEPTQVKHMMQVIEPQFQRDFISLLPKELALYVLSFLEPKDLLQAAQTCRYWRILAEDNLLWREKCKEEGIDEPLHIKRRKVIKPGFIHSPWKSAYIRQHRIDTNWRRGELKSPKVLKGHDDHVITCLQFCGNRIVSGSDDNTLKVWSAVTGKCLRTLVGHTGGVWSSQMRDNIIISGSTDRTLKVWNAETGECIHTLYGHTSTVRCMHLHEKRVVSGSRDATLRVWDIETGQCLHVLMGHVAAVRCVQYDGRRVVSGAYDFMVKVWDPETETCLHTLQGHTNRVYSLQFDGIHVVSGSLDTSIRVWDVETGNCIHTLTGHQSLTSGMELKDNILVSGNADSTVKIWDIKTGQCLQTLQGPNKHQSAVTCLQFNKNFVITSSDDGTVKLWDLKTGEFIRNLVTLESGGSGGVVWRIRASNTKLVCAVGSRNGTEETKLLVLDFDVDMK
GPR151 activ: activates the human receptor GPR151 | PathHunter beta-arrestin GPR151 cells, luminescence | AID 1508602 | 1% of 650,000 active | activation, % at 11.2 µM; in the data active means activation above about 4.9%;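 further: 0% = median of compound wells and 100% = cells with positive control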
Target sequence (Q8TDV0 whole entry, looked up): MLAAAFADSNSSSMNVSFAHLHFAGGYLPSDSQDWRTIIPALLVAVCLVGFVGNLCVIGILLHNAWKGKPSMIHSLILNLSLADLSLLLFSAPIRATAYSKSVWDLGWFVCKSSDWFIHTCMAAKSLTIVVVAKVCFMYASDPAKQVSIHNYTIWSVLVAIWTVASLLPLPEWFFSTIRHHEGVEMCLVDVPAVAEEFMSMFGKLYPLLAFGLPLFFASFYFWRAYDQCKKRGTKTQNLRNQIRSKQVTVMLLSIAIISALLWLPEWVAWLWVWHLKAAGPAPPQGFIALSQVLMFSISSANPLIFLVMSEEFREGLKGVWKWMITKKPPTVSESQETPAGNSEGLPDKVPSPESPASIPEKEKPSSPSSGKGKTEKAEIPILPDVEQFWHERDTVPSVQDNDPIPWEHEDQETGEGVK
* hit, by the source's call; · = not tested or not shown.

The first 2 entries as a preview:
SMILES	MITF primary	TEAD-YAP inh	FBW7 act	GPR151 activ
Cc1ccc(-n2c(O)c(C=Nc3ccc(Cl)cn3)c(=O)[nH]c2=O)cc1	7	-1	0.2	0.5
Cc1cc(NC(=O)CSc2ncccc2C(=O)O)no1	-1	-8	-0.3	-0.1

Results, previewed entries included:
SMILES	MITF primary	TEAD-YAP inh	FBW7 act	GPR151 activ
Cc1ccc(-n2c(O)c(C=Nc3ccc(Cl)cn3)c(=O)[nH]c2=O)cc1	7	-1	0.2	0.5
Cc1cc(NC(=O)CSc2ncccc2C(=O)O)no1	-1	-8	-0.3	-0.1
CNC(=S)N1CCN(c2nccnc2NS(=O)(=O)c2ccc3ccccc3c2)CC1	5	-4	-0.7	0.2
CCn1cc(CNc2nncc(-c3cccc(C(F)(F)F)c3)n2)cn1	15	10	0.0	-0.3
COc1ccc(N2C(=O)c3nccnc3C2=O)cc1	13	-5	0.1	-1.6
COc1cccc(OC)c1C(=O)N1CCN(S(=O)(=O)c2ccc(Cl)cc2)CC1	5	5	0.2	-0.2
COc1ccc(CC(=O)N/N=C/c2ccc(-c3ccc([N+](=O)[O-])cc3)o2)cc1	-7	10	0.1	-0.8
CC(C)Cn1c(SCC(=O)Nc2ccc3c(c2)OCO3)nc(O)cc1=O	12	-11	0.1	0.1
C#CCOc1ccccc1CCCCCC(=O)O	8	·	·	-0.5
O=C(Cn1c(=O)n(CC2CCCO2)c(=O)c2ccccc21)Nc1cccc(Cl)c1 (stereo not given)	-2	4	0.2	-0.5
O=C1NC(=O)c2cc(NS(=O)(=O)c3cccc4cccnc34)ccc21	0	-1	0.1	0.1
COC(=O)C(CCSC)NC(=O)CN1Cc2ccccc2OC(C)C1 (stereo not given)	-9	3	0.1	-0.2
Cc1ccc(C)c(NC(=O)CCCCCN2C(=O)c3cccc([N+](=O)[O-])c3C2=O)c1	-4	-2	-0.4	0.9
COc1ccc(CCNC(=O)COc2ccc(Br)cc2)cc1OC	-9	-7	0.0	1.2
CCOc1cc(C(=O)N/N=C/c2ccc(O)cc2O)cc(OCC)c1OCC	10	72*	-0.5	1.6
Cc1ccc(CC(=O)NCc2ccccn2)cc1	17	5	0.5	-2.1
CCOC(=O)Cc1csc(NC(=O)COc2cc(C)c(Br)cc2C)n1	17	4	0.1	0.0
Cc1ccc2c(c1)N(CCCC(=O)NCCc1ccccc1)C(=O)CO2	9	1	-0.3	0.1
COc1ccc2cc(C(=O)Nc3ccccc3)c(=Nc3ccc(C(=O)O)cc3)oc2c1	-2	-53	-0.3	1.3
CCCn1c(N2CCN(C(=O)Nc3ccc(OC)cc3)CC2)nc2ccccc21	15	-2	0.2	-0.6
O=[N+]([O-])c1c(Nc2ccc(Cl)cc2)cc(N2CCCCCC2)c2nonc12	-8	0	-0.1	1.2
COc1cccc2c3c([nH]c12)C1(CCN(CCC#N)CC1)N(C(C)=O)CC3	19	5	-0.2	-0.7
COc1ccccc1/C=C/C1=NC(=C\c2ccc(OC(C)=O)cc2)/C(=O)O1	5	-5	0.0	-0.2
Cc1ccc(N2C(=O)/C(=C/c3ccc([N+](=O)[O-])cc3)C=C2c2ccccc2)cc1C	15	-19	-0.5	-1.5
O=C(CNC(=O)c1ccco1)OCC(=O)c1ccc(C2CCCCC2)cc1	13	-6	-0.2	0.0

Some entries already given, reduced to MITF primary.
canonical_smiles	MITF primary
COc1ccc(CC(=O)N/N=C/c2ccc(-c3ccc([N+](=O)[O-])cc3)o2)cc1	-7
CC(C)Cn1c(SCC(=O)Nc2ccc3c(c2)OCO3)nc(O)cc1=O	12

The list continues.
SMILES	MITF primary	TEAD-YAP inh	FBW7 act	GPR151 activ
S=c1[nH]nc(-c2ccccc2)n1C1C=CCCC1 (stereo not given)	3	2	0.0	-0.7
COC(=O)c1cc(=O)n(Cc2cccs2)c(=NCc2cccs2)s1	-2	-5	0.0	0.4
CC(C)CNC(=O)NC1C(NC(=O)NCC(C)C)N(C)C(=O)N1C (stereo not given)	15	8	0.8	-0.1
CCOc1cc(/C=N/NC(=O)c2nnn(-c3nonc3N)c2-c2ccccc2)ccc1O	-6	4	-0.1	-0.2
CC1CN(c2nc(N)c3c(N)nc4c(c3c2C#N)CC(=O)N4C2CCCC2)CC(C)O1 (stereo not given)	9	1	-0.1	-0.9
COC(=O)C(O)(CC(=O)Nc1ccc(C#N)cc1)C(F)(F)F (stereo not given)	10	0	0.3	-0.6
O=C(N/C(=C/c1ccc(Br)cc1)C(=O)N1CCCC1=O)c1ccco1	-5	11	-0.1	0.6
CC(=O)c1ccc(C)cc1OC(=O)c1ccccc1[N+](=O)[O-]	12	12	0.2	-0.8
O=C(NCc1cccnc1)C1CC12CCN(Cc1cc(Cl)ccc1O)CC2 (stereo not given)	-8	-8	0.0	0.4
Cc1ccc2onc(CNC(=O)N(C)c3ccccc3C)c2c1	11	5	-0.1	-0.2
CCOc1ccccc1CNCCCN1CCOCC1	-2	-6	0.0	-0.9
CCCCOCC(O)Cn1c2ccccc2c2ccccc21 (stereo not given)	6	-6	-0.5	-2.1
COC(=O)c1ccc(OCC(=O)NCc2ccc(OC)c([N+](=O)[O-])c2)c(OC)c1	-3	3	0.1	0.8
COc1ccc(/C=N/OC(C)=O)c(OC)c1	2	-1	0.4	0.0
CC(=O)N1CC(C)Sc2cc(S(=O)(=O)NCc3ccc4c(c3)OCO4)ccc21 (stereo not given)	5	1	0.2	5.1*
CCC(=O)N1CCN(c2cc3c(cc2F)c(=O)c(C(=O)O)cn3CC)CC1	22	3	0.4	-0.2
CC(=O)c1ccc(OCC(O)CN(C)CCC#N)cc1 (stereo not given)	66*	-3	0.0	0.9
COc1cc(C(=O)NCc2ccc3c(c2)OCO3)cc(OC)c1OC	5	-6	-0.1	1.6
CNC(=O)CC1C(=O)N(Cc2ccccc2)C(=S)N1NC(=O)c1cccc(F)c1 (stereo not given)	9	4	0.1	-0.9
O=C(NCCC1=CCCCC1)c1ccc(N2CC3CC(C2)c2cccc(=O)n2C3)c(NC(=O)c2c(F)cccc2F)c1 (stereo not given)	4	-4	0.0	8.0*
O=C(CCc1ccccc1)Nc1ccc(-c2nc3ccccc3o2)cc1	14	-18	0.0	1.2
CCOC(=O)C1=C(N)OC2=C(C(=O)CC(C)(C)C2)C1c1ccc(F)cc1F (stereo not given)	24	-8	0.5	-0.3
CCC(=O)Nc1ccccc1C(=O)NC1CCCCC1	8	-2	0.1	0.2
CNc1oc(-c2ccc(Cl)cc2Cl)nc1S(=O)(=O)c1ccc(C)cc1	-3	0	0.0	0.7
O=C(NCc1cccnc1)c1cccc(Nc2ccc3ncccc3c2)n1	-4	2	-0.1	5.3*

Other compounds follow.
SMILES	MITF primary	TEAD-YAP inh	FBW7 act	GPR151 activ
COc1ccccc1NC(=O)Cn1cnc2sc(C(=O)NCc3ccc(F)cc3)c(C)c2c1=O	6	1	0.3	-0.7
O=C(NNC(=O)C1CCCCC1)C(=O)NC1CCCCC1	0	-2	0.0	-0.6
O=C(CSc1nc2ccsc2c(=O)n1CCc1ccccc1)N1CCN(c2ccccc2)CC1	6	7	0.7	1.4
CC1C(C(=O)Nc2ccccc2)CCCC1(C)C(=O)O (stereo not given)	5	5	-0.3	0.1
O=c1[nH]c(/C=C/c2cn(Cc3ccccc3)c3ccccc23)nc2ccccc12	-2	-23	-0.1	-1.0
Brc1ccc2ncnc(Nc3ccccc3)c2c1	16	23	0.2	0.5
Cc1ccc(Nc2nc(-c3ccc(Cl)cc3)cs2)cc1	-3	-87	0.0	-0.4
CC12CC3(C)CC(C)(C1)CC(N)(C2)C3	6	5	-0.1	0.9
CCC(=O)N(CC)c1nc(-c2ccc(Cl)cc2)cs1	-1	6	-0.2	2.1
Cc1cc(C)n2nc(S(=O)(=O)Cc3ccccc3)nc2n1	-15	-4	0.2	0.4
Cc1ccc(C(=O)NC(=S)Nc2ccc(N3CCCCC3)c(Cl)c2)cc1	1	-8	-0.1	-2.5
CCOc1cccc(CN2CCC3(CC2)CC3C(=O)Nc2ccc(OC)c(Cl)c2)c1O (stereo not given)	-8	1	-0.1	-0.2
CC1(C)CC(=O)C2=C(C1)N(N1CCOCC1)C(N)=C(C#N)C2c1ccsc1 (stereo not given)	-4	0	0.1	0.4
CCOC(=O)C1=C(O)/C(=C\c2cc(C)n(-c3ccc(F)cc3)c2C)N=C1C	10	0	0.1	2.1
CCC(C)C(=O)NCc1nnc2n1CCN(C(=O)CCc1c[nH]c3ccccc13)CC2 (stereo not given)	4	13	0.1	-1.4
CCOC(=O)C(NC(=O)Nc1cccc(C)n1)(OCC(F)(F)F)C(F)(F)F (stereo not given)	5	-6	0.1	-1.9
O=C(Cc1ccccc1[N+](=O)[O-])NCc1ccc(Cl)cc1Cl	-11	-40	0.1	-1.6
Cc1ccc2cc(CN(Cc3cccnc3)C(=O)c3cccnc3)c(=O)[nH]c2c1	0	7	0.1	0.5
Cc1ncc2c(c1CNC(=O)c1ccc(=O)[nH]n1)CCN(C(=O)Cc1cccs1)C2	10	-2	-0.2	0.7
CCCNc1nc(Nc2ccccc2)c2cnn(C)c2n1	112*	2	-0.1	-0.5
COc1ccccc1NC(=O)CN(c1ccc(Br)cc1)S(C)(=O)=O	17	7	0.5	-1.6
COc1ccc(/C(O)=C2/C(=O)C(=O)N(CCCO)C2c2ccc([N+](=O)[O-])cc2)cc1 (stereo not given)	-3	4	0.0	1.6
C=CCn1c(SCC(=O)Nc2nnc(CC)s2)nnc1-c1cccs1	2	-2	0.0	-1.6
Cc1cccc2cc3cc(C#N)c4nc5ccccc5c(=O)n4c3nc12	6	5	0.0	0.2
O=c1[nH]c2cc([N+](=O)[O-])c([N+](=O)[O-])cc2nc1/C=C(\O)c1ccc(Cl)cc1	7	7	-0.1	0.5

Part of the list above in order of formula weight, smallest number first:
SMILES	MITF primary	TEAD-YAP inh	FBW7 act	GPR151 activ
Cc1ccc2cc(CN(Cc3cccnc3)C(=O)c3cccnc3)c(=O)[nH]c2c1	0	7	0.1	0.5
Cc1ccc(C(=O)NC(=S)Nc2ccc(N3CCCCC3)c(Cl)c2)cc1	1	-8	-0.1	-2.5
Cc1ncc2c(c1CNC(=O)c1ccc(=O)[nH]n1)CCN(C(=O)Cc1cccs1)C2	10	-2	-0.2	0.7

(listing goes on)
SMILES	MITF primary	TEAD-YAP inh	FBW7 act	GPR151 activ
COc1ccc(S(=O)(=O)NC(CC2C=Nc3ccccc32)C(=O)O)cc1[N+](=O)[O-] (stereo not given)	11	3	0.4	-0.2
N#CC1(C#N)C2c3ccccc3C=CN2[C@@H](C(=O)C23CC4CC(CC(C4)C2)C3)[C@@H]1c1ccc(F)cc1 (stereo not given in full)	5	10	0.1	0.4
C1CCCN(c2nc3nonc3nc2NCC2CCCO2)CC1 (stereo not given)	11	0	0.1	-2.4
NS(=O)(=O)c1ccc(Nc2c([N+](=O)[O-])ccc3c2=NC2(CCCCC2)N=3)cc1	3	1	-0.1	0.4
Cc1cccc(OCc2nn3c(Cc4ccccc4)nnc3s2)c1	-4	-3	0.0	1.0
Cc1cc(C)c(NS(=O)(=O)c2ccc3c(c2)CCN3C(=O)CCC(=O)O)c(C)c1	-5	-3	1.1	-1.0
CC(C)(C)c1ccc(C(=O)Nc2ccc3nc(SCC(=O)Nc4ccccc4F)sc3c2)cc1	7	-5	0.0	2.2
NC(=O)CSc1nnc2[nH]c(=O)cc(N)n12	-17	12	0.0	-0.2
CCSc1ccccc1C(=O)N1CCc2ccccc21	19	1	0.2	-1.0
CSc1cnc(Nc2nc(-c3ccc(Br)cc3)cs2)nc1	-3	-9	0.1	-0.8
CC(=O)N1CCc2cc(C(=O)CN3CCC4(CC3)OCCO4)ccc21	23	-4	0.5	-1.3
O=S1(=O)N=C(CN2CCCN(Cc3ccccc3)CC2)Nc2ccc(Cl)cc21	5	-10	0.0	-2.8
CCN(CC)C(=O)C1CCCN(c2nc(Nc3ccc(NC(C)=O)cc3)c3ncn(-c4ccccc4)c3n2)C1 (stereo not given)	17	28	0.0	0.2
CN1C(=O)CC(CC(=O)N2CCSCC2)(c2ccccc2F)C1=O (stereo not given)	8	4	0.2	-0.1
NS(=O)(=O)c1ccc(NC(=O)CSc2ncc(-c3ccccc3)nn2)cc1	35	-10	0.9	0.0
CSC1=NCCN1C(=O)c1ccc(Br)o1	2	-14	-0.1	0.2
COc1ccc(-c2[nH]nc3nc(-c4cc(OC)c(O)c(OC)c4)cc(C(=O)O)c23)cc1	70*	-4	0.2	0.9
COc1ccc2c(=O)c(-c3ccccc3)c(C(F)(F)F)oc2c1	1	5	0.1	0.8
COc1cccc(C(CC(=O)Nc2sc3c(c2C#N)CCCC3)NC(=O)c2ccccc2)c1 (stereo not given)	-2	-9	0.0	-0.4
O=C(NCCOc1ccccc1Cl)Nc1ccccc1	-2	-20	-0.1	3.3
COc1cc(N2C(=O)c3ccccc3C2=O)c(OC)cc1Cl	15	4	-0.1	2.5
CCC(=O)Nc1cc(C(C)C)c(O)cc1C	5	0	0.0	1.7
COc1cc(NC(=O)c2cccc(-c3c(C)noc3C)n2)cc(OC)c1OC	-3	-1	-0.1	1.5
Cn1c(-c2nonc2NC(=O)c2ccc(F)cc2)nc2ccccc21	-2	6	0.2	-0.8
N#Cc1c2n(c3c(=O)n(Cc4ccccc4)cnc13)CCCCC2	7	-12	0.3	1.0
O=[N+]([O-])c1ccc(-c2ncnn2-c2ccc(F)cc2)cc1	-6	13	0.2	-0.6

Laid out differently: results already given.
Fields – MITF primary, TEAD-YAP inh, FBW7 act, GPR151 activ
> Cc1cccc(OCc2nn3c(Cc4ccccc4)nnc3s2)c1
 : -4, -3, 0.0, 1.0
> Cc1cc(C)c(NS(=O)(=O)c2ccc3c(c2)CCN3C(=O)CCC(=O)O)c(C)c1
 : -5, -3, 1.1, -1.0
> CC(C)(C)c1ccc(C(=O)Nc2ccc3nc(SCC(=O)Nc4ccccc4F)sc3c2)cc1
 : 7, -5, 0.0, 2.2
> NC(=O)CSc1nnc2[nH]c(=O)cc(N)n12
 : -17, 12, 0.0, -0.2
